Compound activity from PubChem BioAssay.
SENP1 FRET inh – SENP1 (human) catalytic domain inhibition. recombinant SENP1 catalytic domain, CyPet-SUMO1-YPet FRET cleavage. inhibition, % at 10 µM. Q9P0U3. 360,000 compounds, 0.21% hits;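 active = inhibition at least 30% at 10 µM, raw YFP signal under a set limit, fluorescence ratio 0.5 to 1.5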;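 also: 0% = enzyme with DMSO and 100% = no enzyme wells; some results filed as inactive read as strong as hits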
Target sequence (Q9P0U3 419-644 limits assumed): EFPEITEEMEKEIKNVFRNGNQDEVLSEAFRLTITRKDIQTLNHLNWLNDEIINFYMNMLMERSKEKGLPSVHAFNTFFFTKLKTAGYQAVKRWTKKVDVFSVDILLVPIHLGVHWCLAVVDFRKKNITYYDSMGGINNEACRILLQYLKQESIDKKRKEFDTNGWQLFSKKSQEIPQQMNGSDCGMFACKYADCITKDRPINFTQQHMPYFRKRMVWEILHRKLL
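Compound: 10 µM single point, 0.5% DMSO; Test system: hSENP1 catalytic domain, recombinant; Timing: 50 min reaction at room temperature; Technique: FRET, CFP and YFP emission; Control set: no-enzyme wells low, DMSO-plus-enzyme wells high control.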
SENP6 inh – SENP6 protease inhibition; Q9GZR1; Recombinant SENP6 catalytic domain, aminoluciferin luminescence; inhibition, % at 10 µM; 330,000 compounds, 1.8% hits; AID 2599;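 active = inhibition above about 50% at the single tested dose, limit read from the data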;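 also: plate controls were DMSO wells with enzyme for no effect and DMSO wells lacking enzyme for full effect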
Target sequence (Q9GZR1 628-1112 limits assumed): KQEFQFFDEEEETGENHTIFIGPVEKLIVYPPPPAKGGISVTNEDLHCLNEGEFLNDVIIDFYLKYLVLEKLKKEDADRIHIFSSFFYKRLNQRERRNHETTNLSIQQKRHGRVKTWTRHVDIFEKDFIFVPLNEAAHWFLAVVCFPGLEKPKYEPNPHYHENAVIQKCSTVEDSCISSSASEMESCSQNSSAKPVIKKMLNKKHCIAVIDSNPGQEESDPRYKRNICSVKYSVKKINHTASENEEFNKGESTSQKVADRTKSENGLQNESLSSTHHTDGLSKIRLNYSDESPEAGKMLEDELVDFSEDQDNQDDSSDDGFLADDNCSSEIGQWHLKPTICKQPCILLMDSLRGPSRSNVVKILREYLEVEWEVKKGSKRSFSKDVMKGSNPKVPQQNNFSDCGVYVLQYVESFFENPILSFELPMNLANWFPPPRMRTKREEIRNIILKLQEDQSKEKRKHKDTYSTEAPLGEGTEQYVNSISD
SENP7 inh – SENP7 protease inhibition; 330,000 compounds, 1.5% hits; recombinant SENP7, Z-RLRGG-aminoluciferin luminescence, 40 min; inhibition, % at 5 µM; AID 434973; Q9BQF6;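 active = inhibition above about 50% at the single test dose, limit read from the data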;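 also: plate controls were DMSO with enzyme for no effect and no enzyme buffer wells for full effect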
Target sequence (Q9BQF6 706-1050 limits assumed): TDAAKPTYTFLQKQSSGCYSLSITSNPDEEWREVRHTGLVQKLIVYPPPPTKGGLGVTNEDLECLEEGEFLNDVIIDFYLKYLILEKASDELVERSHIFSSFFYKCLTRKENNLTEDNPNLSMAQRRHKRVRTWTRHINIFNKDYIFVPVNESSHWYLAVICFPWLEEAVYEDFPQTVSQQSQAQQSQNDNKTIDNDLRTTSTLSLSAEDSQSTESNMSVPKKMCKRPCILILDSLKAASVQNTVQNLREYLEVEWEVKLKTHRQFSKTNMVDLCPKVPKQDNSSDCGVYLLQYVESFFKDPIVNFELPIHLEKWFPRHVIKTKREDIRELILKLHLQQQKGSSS
SENP8 block-1 – blocks the human protease SENP8; Q96LD8; purified SENP8, Z-RLRGG-aminoluciferin cleavage, luminescence; inhibition, % at 10 µM; 330,000 compounds, 1.2% hits; AID 2540; in the data active = inhibition above about 50%
SENP8 block-2 – inhibitors of human SENP8 protease; recombinant SENP8, Nedd8 substrate fluorescence; inhibition, % at 20 µM; 360,000 compounds, 0.64% hits; AID 602440; in the data active = inhibition mostly above about 40%, no sharp cut-off; inactive = mostly below about 27%
PfG6PD inh – PfG6PD (Plasmodium falciparum) enzyme inhibition | PfGluPho enzyme, NADPH resazurin-diaphorase fluorescence | inhibition, % at 20 µM | 350,000 compounds, 0.78% hits | AID 504690;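 active = inhibition reaching at least a set limit at 20 µM in the primary screen, cut at about 59% in these data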;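 also: 0% = DMSO wells with substrate and 100% = DMSO wells lacking glucose-6-phosphate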
Apaf1 inhib – human Apaf-1 inhibition; reconstituted apoptosome caspase-3 activity, DEVD-Rh110 fluorescence; inhibition, % at 20 µM; O14727; AID 489030; 330,000 compounds, 0.71% hits; active = inhibition of at least 40% at 20 µM;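 also: plate controls were DMSO wells for no effect and DEVD-CHO caspase inhibitor wells for full effect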
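Medium: Hepes buffer, pH 7.5 / System: biochemical Apaf-1 apoptosome reconstitution / Measured by: Rh110 fluorescence, excitation 480 nm, emission 540 nm / Times: compound with Apaf-1, dATP, procaspase-3 30 min, then 50 min reaction, room temperature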
HKDC1 inhibitor – inhibitors of human hexokinase HKDC1 | Q2TB90 | recombinant HKDC1, G6PDH/diaphorase resazurin coupled fluorescence | inhibition, % at 20 µM | 340,000 compounds, 0.16% hits;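 active = inhibition above about 35% when tested at 20 µM, limit read from the data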;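 also: plate controls were DMSO wells with enzyme for no effect and DMSO wells lacking enzyme for full effect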
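Assay system: recombinant HKDC1 hexokinase; detection: coupled resazurin fluorescence, excitation 525 nm, emission 613 nm; benchmarks: DMSO-plus-enzyme-mix negative control, buffer-substituted positive control; compound dosing: single 20 µM dose; schedule: 90 min at room temperature in dark; also added: glucose plus 1 mM ATP as hexokinase substrates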
An asterisk follows results filed as active; i = inactive; . = no result given.

SMILES	SENP1 FRET inh	SENP6 inh	SENP7 inh	SENP8 block-1	SENP8 block-2	PfG6PD inh	Apaf1 inhib	HKDC1 inhibitor
Cc1ccc(OCC(=O)N(C)CCc2ccccn2)cc1	2.7	-1.0	-1.1	-9.0	6.7	6.7	-3.4	14.2
O=C1C=C(NNC(=O)c2ccccc2Br)CCC1	2.4	4.3	1.7	-8.5	12.4	-13.7	-9.6	13.7
CCN(C(=O)c1cnc(NC(C)C)cc1C(F)(F)F)c1ccc(Cl)cc1Cl	1.2	-3.9	-11.4	-8.9	-439.0	12.2	17.2	-1.4
O=C(c1cc(F)c(F)cc1Cl)N1CCN(c2ccc([N+](=O)[O-])c3ncccc23)CC1	-1.7	-1.0	4.6	-4.1	14.5	2.7	8.0	-4.6
CCOC(=O)c1[nH]c2cc(OC)c(OC)cc2c1NC(=O)CCN1CCSCC1	-2.3	-32.6	-8.8	-0.9	-412.2	10.4	-13.6	0.1
CC(C)c1ccc(NC2CCCN(C(=O)CCN3Cc4ccccc4C3=O)C2)cc1 (stereo not drawn)	2.6	-5.9	13.3	-7.5	4.5	-3.4	-5.4	1.4
CCn1cc(C(=O)NCCN(C)C)c(=O)c2cc(F)c(N3CCN(C)CC3)cc21	1.5	.	.	.	-238.9	-2.3	.	-2.1
N/C(Cc1ccc([N+](=O)[O-])cc1)=N\OC(=O)c1ccc(Br)o1	2.9	-3.4	-4.2	3.7	15.3	-3.1	-2.4	-3.2
CC(=O)c1cn(CC(=O)Nc2cccc(C)c2C)c2ccccc12	1.6	0.2	-1.5	1.1	7.6	-4.2	-1.0	-3.5
Cc1ccc(-n2nc3c(=O)n(CCCC(=O)NCc4ccco4)nc(C)c3c2C)cc1	1.2	-11.1	-5.5	7.2	7.3	-0.4	2.1	-0.9
CC(=O)NC/C(C)=N\Nc1ccc([N+](=O)[O-])cc1	14.1	-10.9	3.4	4.2	20.6	0.0	-10.5	-6.9
CCN(CC)C(=O)c1ccc2c(c1)nnn2C	0.7	-11.0	-8.8	-6.6	2.5	4.4	-4.2	-0.6
O=C1C2CC=CCC2C(=O)N1c1ncn[nH]1 (stereo not drawn)	0.6	-16.2	2.1	-4.5	7.9	-10.6	-18.5	-3.3
COc1ccc(/C=C2\SC(=O)N(CCNC(=O)CN3C(=O)NC4(CCCC4)C3=O)C2=O)cc1	1.1	2.4	-4.0	0.7	-4.2	6.1	6.0	7.8
Cc1ccc2oc(=O)n(Cc3ccc(OC(C)C)cc3)c2c1	-0.1	-12.5	1.4	-6.5	1.5	-17.4	0.8	5.2
NC(=O)c1ccccc1NCC(=O)c1ccc(F)cc1	-4.9	11.2	3.7	-5.3	-241.9	-117.3	-1.8	-6.0
CCN(CC)S(=O)(=O)c1cc([N+](=O)[O-])ccc1NNC(=O)Nc1ccc(F)cc1	-6.0	8.0	-1.9	-5.1	25.5	47.3	2.4	-0.1
NC(=O)c1ccsc1NC(=O)COC(=O)C1CC2CCCC(C1)C2=O (stereo not drawn)	-4.9	-1.2	5.3	-8.3	-4.8	-14.4	-4.4	-1.7
CCOC(=O)N/N=C1\CC(C)S(=O)(=O)c2ccc(Cl)cc21 (stereo not drawn)	-1.1	12.7	5.7	2.5	9.9	-9.2	-9.1	-1.2
O=C(NC(=S)N1CCN(c2ccc([N+](=O)[O-])cc2)CC1)c1ccco1	-0.5	7.6	0.8	-4.2	10.6	-7.3	-5.2	5.4
O=c1c(Cl)c(N/N=C/c2ccc(Br)cc2)cnn1-c1ccccc1	-1.2	-14.8	0.9	0.1	i	1.7	27.4	17.3
CN1CCN(S(=O)(=O)c2ccc(NC(=S)NC(=O)C3CCC3)cc2)CC1	1.0	12.0	-0.4	-1.6	14.4	-6.6	10.7	-8.1
O=C(Nc1sc2c(c1C(=O)O)CCCC2)c1ccc(F)cc1	-0.2	87.7*	33.1	75.5*	-66.0	92.6*	-8.4	5.7
O=C(O)Cc1nc(-c2cccnc2)sc1-c1ccc(Br)cc1	-3.6	-1.6	3.5	2.5	-46.5	-14.5	-16.9	4.8
N#Cc1c(SCC(=O)N2CCOCC2)nsc1SCC(=O)N1CCOCC1	2.1	-15.9	-12.4	-10.3	10.2	-14.1	7.9	-2.8
O=C1NCCc2c1[nH]c1ccc([N+](=O)[O-])cc21	4.0	0.1	-4.5	-10.1	20.7	4.2	9.8	11.9
COc1ccccc1N1CCN(S(=O)(=O)c2ccc3c(c2)NC(=O)CS3)CC1	3.2	6.0	-5.1	3.8	17.6	-22.6	1.3	7.4
CN1CCN(C(=O)/C=C/c2ccc([N+](=O)[O-])cc2)CC1	3.1	-21.7	-8.8	-9.3	22.1	-2.4	-2.1	4.0
Cc1ccc(-c2cc([C@H]3[C@@H]4C=CCC[C@@]4(C)C(=O)N3Cc3ccccc3)ccc2F)cc1	2.0	1.0	9.6	-0.1	-46.6	15.3	21.5	2.7
O=C(NC1CCN(Cc2nnnn2CCc2ccccc2)CC1)c1ccccc1F	0.6	4.6	6.8	3.9	9.7	1.3	2.2	-6.3
CC(c1nc2ccccc2n1Cc1ccccc1)N1CCCCC1 (stereo not drawn)	-2.3	-10.2	-0.3	-8.4	7.1	-2.6	10.1	-1.7
COc1ccc(NC(=O)CN(C)C(=O)CCSc2ccc(C)cc2)cc1	1.9	-16.7	-6.9	-8.2	5.3	0.9	7.5	-0.5
O=C(Nc1nnc(SCC(=O)N2CCCCC2)s1)c1c(F)cccc1F	1.2	-18.6	2.0	1.2	3.8	-11.2	-16.4	-1.9
Cc1cc(NS(=O)(=O)c2ccc(NC(=O)C(C)Oc3ccc(C(C)C)cc3)cc2)no1 (stereo not drawn)	0.1	4.6	-6.2	6.9	2.7	-29.5	10.6	0.0
O=C(Nc1ccc(S(=O)(=O)N2CCN(c3ccccc3)CC2)cc1)c1cccs1	3.2	-20.9	-0.8	10.6	4.9	-4.2	12.2	-0.1
CCN1CCN(C(c2ccc(F)cc2)c2nnnn2Cc2ccc3c(c2)OCO3)CC1 (stereo not drawn)	2.7	10.4	-2.0	2.1	9.4	-12.4	-3.6	-9.9
COC(=O)c1ccccc1NC(=O)CSc1nnc(-c2cccnc2)n1C	-2.0	-0.2	3.2	3.1	9.3	-0.4	-8.1	-1.4
CCN(CC)S(=O)(=O)c1ccc(N2CCN(c3ccccc3O)CC2)nc1	-1.5	-5.6	3.4	7.2	8.8	13.9	15.9	9.3
O=C(OC1CCOC1=O)c1ccc(Cl)c(S(=O)(=O)N2CCOCC2)c1 (stereo not drawn)	-0.1	5.8	-2.0	-4.4	-4.5	13.6	-5.8	-6.4
CCCCC(=O)NC(=S)Nc1ccc(S(=O)(=O)N2CCCC2)cc1	1.5	3.5	-2.1	-1.1	19.7	-13.5	8.9	7.7
O=C(CCc1ccccc1)Nc1ccc2c(c1)C(=O)OC2	0.8	-4.5	4.9	10.0	11.9	11.2	-2.1	-1.0
C[C@H](CO)N1C[C@H](C)[C@@H](CN(C)S(=O)(=O)c2ccccc2)Oc2c(NS(=O)(=O)c3cccs3)cccc2C1=O	0.8	-4.9	-3.7	7.7	8.0	0.4	7.6	-6.5
CCNc1cc2c(cc1O)CCC1C2CCC2(C)C(O)CCC12 (stereo not drawn)	-30.9	.	.	.	19.6	80.0*	.	2.1
O=C(CNC(=O)Cc1ccccc1)N=Nc1c(O)[nH]c2ccccc12	1.6	-6.9	5.4	-0.5	6.5	4.4	6.1	-1.4
CCCCOC(=O)c1ccc(N2C(=O)CC(N3CCN(C/C=C/c4ccccc4)CC3)C2=O)cc1 (stereo not drawn)	-0.8	-11.3	0.7	-6.5	13.8	0.1	21.2	0.8

Some of these compounds in order of molecular weight, highest first:
SMILES	SENP1 FRET inh	SENP6 inh	SENP7 inh	SENP8 block-1	SENP8 block-2	PfG6PD inh	Apaf1 inhib	HKDC1 inhibitor
O=C(Nc1ccc(S(=O)(=O)N2CCN(c3ccccc3)CC2)cc1)c1cccs1	3.2	-20.9	-0.8	10.6	4.9	-4.2	12.2	-0.1
CCN1CCN(C(c2ccc(F)cc2)c2nnnn2Cc2ccc3c(c2)OCO3)CC1 (stereo not drawn)	2.7	10.4	-2.0	2.1	9.4	-12.4	-3.6	-9.9
COc1ccc(NC(=O)CN(C)C(=O)CCSc2ccc(C)cc2)cc1	1.9	-16.7	-6.9	-8.2	5.3	0.9	7.5	-0.5
CCCCC(=O)NC(=S)Nc1ccc(S(=O)(=O)N2CCCC2)cc1	1.5	3.5	-2.1	-1.1	19.7	-13.5	8.9	7.7
O=C(CNC(=O)Cc1ccccc1)N=Nc1c(O)[nH]c2ccccc12	1.6	-6.9	5.4	-0.5	6.5	4.4	6.1	-1.4

The list continues.
SMILES	SENP1 FRET inh	SENP6 inh	SENP7 inh	SENP8 block-1	SENP8 block-2	PfG6PD inh	Apaf1 inhib	HKDC1 inhibitor
CC(C)CNS(=O)(=O)c1cc(C(=O)OC2CCOC2=O)c(Cl)cc1Cl (stereo not drawn)	1.4	-0.4	-0.1	9.0	8.9	-5.5	5.1	-3.5
C/C(=N\N1CCN(c2ccc(Cl)cc2)CC1)c1ccco1	2.0	-17.7	-2.1	2.1	15.1	-1.4	5.2	-0.4
CCOC(=O)c1c(-c2ccccc2)csc1NC(=O)CSc1nncs1	-1.1	-21.2	-6.6	-7.5	3.3	-7.8	14.4	2.3
O=C(NCC(c1cccs1)N1CCOCC1)c1cn(-c2ccccc2)nc1-c1ccc(F)cc1 (stereo not drawn)	-1.8	-1.7	11.3	-8.5	-11.0	20.5	27.8	0.6
Cc1cc(C)c2c(n1)nn1c(N3CCN(c4ccccc4)CC3)cc(C)nc21	-51.3	3.2	2.8	-4.6	-295.5	-16.9	-5.8	9.8
NC(=O)CC(NC(=O)Cc1ccc(Cl)cc1)c1ccc(NC2CCCC2)c([N+](=O)[O-])c1 (stereo not drawn)	4.2	-1.4	-0.5	3.9	19.4	11.7	21.9	-2.7
COc1ccc(C(C)(C)C)cc1NC(=O)COc1ccc(-c2nnco2)cc1	1.5	-8.5	-4.0	5.7	-1.1	3.4	10.4	-3.8
COc1cccc(C(=O)NCC(=O)N2CCN(c3ccc(C(F)(F)F)cn3)CC2)c1	-0.2	-9.4	1.3	1.1	-39.2	0.9	8.9	-4.2
COc1cc(CC(=O)OCC(=O)Nc2ccc(Cl)c(S(=O)(=O)N(C)C)c2)cc(OC)c1OC	-2.2	-8.4	1.0	4.2	-7.5	0.0	2.7	-8.1
Cc1ccc(NC(=O)CN2C(=O)N/C(=C\c3ccco3)C2=O)cc1	-4.1	1.8	1.6	4.3	-52.5	19.8	9.7	-10.7
Cc1cn2c(=O)c(C(=O)N3CCN(c4ccccc4)CC3)cnc2s1	-1.0	1.2	7.0	-4.4	-5.5	-9.7	0.6	-2.6
O=C(CSc1nc(O)cc(=O)[nH]1)N1CCCc2ccccc21	-14.5	-8.0	-2.9	-1.0	20.5	-32.9	-2.9	-1.1
O=C(COC(=O)c1ccc([N+](=O)[O-])o1)Nc1cccc(S(=O)(=O)N2CCCCC2)c1	4.0	40.1	9.7	1.9	33.5	17.1	-23.0	-3.2
Cc1ccc(CSc2nc3c(c(=O)[nH]c(=O)n3C)n2CCC(C)C)cc1	3.2	-4.0	0.3	3.0	13.3	0.9	24.5	-8.1
Cc1ccc(OCCCn2ccnc2)c(Br)c1	0.1	11.0	-2.1	8.0	4.8	-4.0	-4.7	-4.9
Cc1ccc(C(=O)N(CN2CCCC2=O)c2ccc(F)cc2)cc1	-1.0	-6.2	-4.7	-11.6	6.8	1.8	-6.2	-9.1

The order is random; any-hit rate near 3.6%.
